# Bioassay records (PubChem BioAssay)
# SW480 rerep: inducers of DNA re-replication in SW480 colon cancer cells; Potency, µM (highest dose often 46.1 µM), for the others: at the highest dose re-replication activation, most hits filed as activators; 1.8% of 340,000 active; SW480 DNA re-replication, Hoechst DNA content imaging, 48 h; note: potency is the fitted concentration of half-maximal effect; % of control where 0% means no effect; nearly all actives have a fitted effect of over 55% in size
#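 Hoechst fluorescence of nuclei (405 nm excitation, 500-530 nm emission) measured by plate-scanning imager after 48 hr compound exposure at 37 C; re-replication scored as increased number of nuclei with elevated intensity.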
# DRD3 antagonist: D3 dopamine receptor (human) antagonism; max response, negative = inhibition, %; AID 652054; D3R cells, DiscoveRx beta-arrestin luminescence, antagonist mode; stronger effect = lower value; P35462; 2.5% of 360,000 active; in the data active = max response below about -50%; inconclusive = no clear call, values can overlap the other calls; note: % is set by controls: 0 for no effect and ±100 for the full control effect; mostly tested at two doses, the higher about 12 µM
# Target sequence (P35462 whole entry, looked up): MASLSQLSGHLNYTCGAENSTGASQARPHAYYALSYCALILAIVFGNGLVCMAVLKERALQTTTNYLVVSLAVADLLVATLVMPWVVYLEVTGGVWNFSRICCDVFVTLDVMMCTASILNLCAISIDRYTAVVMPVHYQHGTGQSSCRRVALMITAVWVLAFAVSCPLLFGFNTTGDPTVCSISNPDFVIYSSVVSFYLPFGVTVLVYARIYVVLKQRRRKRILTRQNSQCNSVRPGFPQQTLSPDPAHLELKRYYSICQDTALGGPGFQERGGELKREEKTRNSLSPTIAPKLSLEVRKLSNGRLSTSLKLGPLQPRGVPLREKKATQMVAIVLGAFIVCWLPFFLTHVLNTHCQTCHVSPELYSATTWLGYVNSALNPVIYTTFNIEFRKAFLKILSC
#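 Cells plated overnight at 1500 cells/well, then exposed to library compounds with dopamine controls for 90 minutes at 37 degrees C. DiscoveRx reagent added for 30–60 minutes at room temperature; luminescence read, quantitative HTS format.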
# GLP1R ag: agonists of human GLP-1 receptor | HEK293 GLP-1R CRE-luciferase, luminescence, 4-6 h; cells express a hypersensitive GLP-1R form | Potency, µM (titrated, usually from 45.6 µM), for the others: top-dose activation, most hits filed as activators | 0.007% of 380,000 active | AID 624172; note: potency is the fitted concentration of half-maximal effect; % of control where 0% means no effect
# Target sequence (P43220 whole entry, looked up): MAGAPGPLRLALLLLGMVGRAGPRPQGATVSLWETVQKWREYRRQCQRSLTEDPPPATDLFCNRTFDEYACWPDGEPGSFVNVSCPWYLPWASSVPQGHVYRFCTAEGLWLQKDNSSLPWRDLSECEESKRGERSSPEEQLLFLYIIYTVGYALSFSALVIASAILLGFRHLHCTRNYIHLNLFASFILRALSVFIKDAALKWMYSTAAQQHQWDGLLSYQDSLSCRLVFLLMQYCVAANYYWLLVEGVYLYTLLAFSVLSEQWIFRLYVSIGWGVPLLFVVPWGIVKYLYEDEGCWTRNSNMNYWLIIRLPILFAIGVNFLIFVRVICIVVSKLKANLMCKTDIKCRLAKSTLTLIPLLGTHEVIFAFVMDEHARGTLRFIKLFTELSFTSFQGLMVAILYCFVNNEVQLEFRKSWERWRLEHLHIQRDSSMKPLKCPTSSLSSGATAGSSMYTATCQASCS
# KB-V1 MDR tox: kills drug-selected multidrug resistant KB-V1 cells. KB-V1 MDR cells viability, CellTiter-Glo, 72 h. Potency, µM (highest dose often 46.1 µM), without a hit: at the highest dose activity change, negative = cytotoxicity, most hits filed as cytotoxic. 3.4% of 400,000 active; note: potency is the fitted concentration of half-maximal effect; % is set by controls: 0 for no effect and ±100 for the full control effect; nearly all actives have a fitted effect of over 60% in size
#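 Drug-selected KB-V1 cells, grown in DMEM lacking phenol red with 10% FBS, receive compound titrations; after three days at 37 degrees C, surviving cell ATP is quantified by CellTiter-Glo luminescence and responses normalized and curve-fitted.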
# DRD3 agonist: agonists of human D3 dopamine receptor | P35462 | D3R DiscoveRx beta-arrestin cells, luminescence, 90 min | max activation, % | 0.58% of 410,000 active | AID 652048; in the data active = max activation above about 30%; note: 0% is about no effect; mostly tested at two doses, the higher about 12 µM
#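 Agonist-mode cell screen: cells plated at 1500/well and incubated overnight at 37 °C, then exposed to library compounds for 90 min at 37 °C. Detection reagent was added for 30–60 min at room temperature, and luminescence was read.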
# HT1080-NT tox: kills 2HG-producing HT-1080-NT fibrosarcoma cells; HT-1080-NT fibrosarcoma viability, CellTiter-Glo ATP luminescence, 48 h; Potency, µM (top dose mostly 46.1 µM), inactives show at the highest dose activity, negative = less viability, hits mostly cytotoxic; 1.6% of 360,000 active; AID 686970;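 note: NT is the 2HG producing partner of a matched IDH1 knockdown line; potency is the fitted concentration of half-maximal effect; 0% = DMSO-treated cells and -100% = media-only wells without cells; nearly all actives have a fitted effect of over 55% in size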
#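 Luminescent CellTiter-Glo readout after 48 hours of compound exposure at 37 degrees C defined viability of HT-1080-NT cells. Activity was normalized to DMSO wells and cell-free media wells; concentration-response curves were fitted and assigned curve classes.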
# HT1080 IDH1KD tx: toxicity to HT-1080 IDH1 knockdown cells (counter line); HT-1080 IDH1 knockdown viability, ATP luminescence, 48 h; Potency, µM (titrated, usually from 46.1 µM), for the others: top-dose activity, negative = toxicity, usual class: cytotoxic; 2% of 360,000 active;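 note: potency is the fitted concentration of half-maximal effect; 0% = DMSO wells and -100% = cell-free medium wells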
#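 CellTiter-Glo luminescence after 48 h compound exposure at 37 degrees C of IDH1-knockdown HT-1080 cells in 5% FBS RPMI. %Activity scaled between DMSO wells and cell-free media wells, with curves fitted and assigned curve classes.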
# IL-1B inflam inh: inhibitors of inflammasome signaling (IL-1 beta secretion); activity change, % at 57.5 µM; THP-1 LPS/ATP IL-1B secretion, AlphaLISA, 16 h; stronger effect = lower value; 4.7% of 360,000 active; in the data active = activity change below about -50%; inconclusive = mostly about -30% to -49%; note: % is set by controls: 0 for no effect and ±100 for the full control effect
#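 Secreted IL-1B measured by AlphaLISA bead assay after 16 h compound exposure of THP-1 cells; compounds (final up to 57.5 uM) added 1 h before LPS (250 ng/mL) and ATP (1.25 mM) stimulation; lower signal means less secretion.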
# KB-3-1 cytotox: kills parental KB-3-1 adenocarcinoma cells. 1.4% of 400,000 active. Potency, µM (highest dose often 46.1 µM), inactives show at the highest dose activity change, negative = cytotoxic, most hits filed as cytotoxic. KB-3-1 viability, CellTiter-Glo ATP luminescence, 72 h; note: potency is the fitted concentration of half-maximal effect; % is set by controls: 0 for no effect and ±100 for the full control effect; nearly all actives have a fitted effect of over 60% in size
#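 Multi-concentration cytotoxicity screen in KB-3-1 cells grown in DMEM lacking phenol red with 10% FBS. After 72 h at 37 °C with compound, ATP-dependent luminescence was recorded.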
# Numbers without * were called inactive; ? = inconclusive; nt = no result given; [ ] = dose if it differs, or a comment. Unless noted, calls come from the whole dose curve; as a rule, active = well fitted curve in the direction sought with a large enough effect; inconclusive = small, poorly fitted or top-dose-only effect, or another doubt; inactive = no such curve, though single readings can be large; an effect the other way counts as inactive or inconclusive.
SMILES	SW480 rerep	DRD3 antagonist	GLP1R ag	KB-V1 MDR tox	DRD3 agonist	HT1080-NT tox	HT1080 IDH1KD tx	IL-1B inflam inh	KB-3-1 cytotox
N#Cc1c(N2CCOCC2)nsc1-c1ccc(C(F)(F)F)cc1	-2%	-10	13%	18%	-5	-3%	15%	-18	-1%
CCCN1CCN(CCNC(=O)Nc2ccccc2Cl)CC1	-10%	-77*	6%	0%	-18	9%	8%	-20	2%
CCC(C)c1ccccc1NC(=O)COc1ccc(-n2cnnn2)cc1 (stereo not given)	7%	-4	0%	-1%	-1	-6%	-9%	-17	-25%
CCn1cc(C(=O)NCc2ccncc2)c(=O)c2cc(F)c(N3CCN(C(=O)c4ccco4)CC3)cc21	-5%	26	8%	11%	24	-4%	-26%	?	8%
COc1ccccc1C(=O)NNC(=O)C1CCN(C(=O)OC(C)(C)C)CC1	-5%	0	-5%	-14%	2	3%	-6%	28	-1%
COc1cccc(NC(=O)COc2ccccc2)c1	20%	-16	3%	-11%	0	2%	-7%	0	-6%
O=C(Nc1ccc(S(=O)(=O)N2CCCC2)cc1)c1cccs1	14%	5	4%	?	-2	-4%	2%	-4	-4%
Cc1cc(Cn2nc(-c3ccccc3)cc2C(=O)NCc2cccc(Br)c2)on1	17%	-27	-4%	-5%	-44	?	-27%	-6	0%
Nc1ccccc1SCc1ccccc1	-44%[inhibitor]	-18	13%	6%	-3	4%	-3%	-11	8%
O=C(NCC1CCCCC1)c1ccc(F)c(S(=O)(=O)N2CCOCC2)c1	?	0	-3%	0%	1	2%	-2%	7	7%
O=C(Nc1ccn(Cc2c(F)c(F)c(F)c(F)c2F)n1)c1cccc(Cn2cc([N+](=O)[O-])cn2)c1	5%	16	14%	-10%	-10	-8%	-21%	?	-17%
CC(C)(C)NC(=O)c1ccc2c(c1)N(CC(=O)N1CCCC1)C(=O)C(C)(C)O2	10%	-8	9%	?	15	3%	-1%	-8	-15%
CC(NC(=O)c1ccc(OC2CCN(C(=O)c3cccnc3)CC2)cc1)C1CC1 (stereo not given)	-1%	4	6%	6%	9	6%	13%	20	21%
O=C(NC1CC2CCCC(C1)N2Cc1ccc(F)cc1)c1ccc(F)cc1 (stereo not given)	6%	-108*	-7%	3%	-22	-6%	-5%	-12	-20%
Cc1ccc(CN2C(=O)C[C@@H](NC(=O)OCC3c4ccccc4-c4ccccc43)C/C=C\C2c2ccc(C)cc2)cc1 (stereo not given in full)	?	2	-3%	0%	27	-2%	-8%	-65*	0%
Cc1ccc(CNC(=O)C2CCN(S(=O)(=O)c3c(C)noc3/C=C/c3ccco3)CC2)cc1	-1%	-6	2%	10%	1	-12%	-11%	-2	-1%
CCOC(=O)/C=C1\SCC(=O)N1CC(=O)Nc1cccc(F)c1	-1%	-1	1%	-19%	5	3%	3%	-5	9%
COc1ccc(Cl)cc1NCc1nnc2n1CCCCC2	nt	nt	-5%	0%	-7	nt	nt	nt	7%
Cc1cc(C)n(-c2nc3ccccc3c(=O)n2OCC(=O)OCc2ccccc2)n1	?	-15	4%	-25%	1	?	?	73	23µM*
COCCCN(C(=O)Cc1csc(-c2cccc(Cl)c2)n1)c1c(N)n(Cc2ccccc2)c(=O)[nH]c1=O	0%	26	-1%	0%	0	0%	-2%	11	-4%
CC1CCN(CC(=O)Nc2cccc([N+](=O)[O-])c2)CC1	?	-58*	6%	-1%	-58	2%	-23%	-2	7%
O=C(N/N=C/C1=C(N2CCOCC2)C(=C\c2ccccc2)/CC1)Nc1ccccc1	?	11	3%	0%	-5	?	7.3µM*	5	-1%
Cc1cc(C)c(C)c(S(=O)(=O)NCC(=O)NCc2ccco2)c1C	?	7	9%	18µM*	1	13%	19%	-10	2%
O=C(COC(=O)CCc1nc2ccccc2c(=O)[nH]1)Nc1ccccc1Cl	-3%	18	-1%	-25%	7	0%	-6%	0	2%
Cc1c(NC(=O)CCC(=O)N2CCCCC2)c(=O)n(-c2ccccc2)n1C	-2%	35	5%	?	-4	9%	5%	12	5%
Nc1nccc(NCCSCc2ccccc2)n1	6%	-8	3%	4%	12	-4%	-8%	-64*	-25%
O=c1[nH]ncc(N2CCCC2)c1Cl	-1%	1	5%	22%	-2	-2%	5%	31	23%
Cc1cc(C)n(CC(=O)N/N=C/c2ccccn2)n1	?	8	-1%	0%	-3	19%	?	16	14%
Cc1ccc(CC(=O)N2CCN(C(=O)c3ccco3)CC2)cc1	-1%	11	6%	12%	1	8%	0%	26	1%
CC(C)(C)c1ccc(S(=O)(=O)N2CCNC(=O)C2)cc1	-11%	9	8%	3%	19	8%	3%	18	7%

# A few values from the entries so far:
# Under DRD3 antagonist, Nc1ccccc1SCc1ccccc1 has the entry -18
# Under HT1080-NT tox, Cc1cc(C)n(CC(=O)N/N=C/c2ccccn2)n1 has the entry 19%

# More entries.
SMILES	SW480 rerep	DRD3 antagonist	GLP1R ag	KB-V1 MDR tox	DRD3 agonist	HT1080-NT tox	HT1080 IDH1KD tx	IL-1B inflam inh	KB-3-1 cytotox
COc1ccccc1-c1nnc(SCC(=O)NC2CCCCC2)o1	-2%	-7	-1%	-3%	1	-3%	-1%	-14	6%
CN1CCN(C(=S)c2ccc(Cl)cc2)CC1	-3%[9.22 µM]	-87*	-7%	12%	0	14%	17%	-11	0%
Cn1cnnc1SCC(=O)Nc1cccc(C(=O)O)c1	-17%	37	-6%	16%	1	-5%	-1%	16	1%
COc1cccc(NC(=O)CN(C)CC(=O)c2c(N)n(Cc3ccccc3)c(=O)n(C)c2=O)c1	-17%	-26	10%	10%	1	0%	3%	34	0%
CCOc1ccc(CCNC(=O)CCC(=O)c2cccs2)cc1OCC	2%	-16	5%	16%	-5	3%	-16%	33	-5%
CCN(CC)S(=O)(=O)c1cccc(C(=O)Nc2cccnc2)c1	-4%	8	16%	21µM*	4	5%	6%	24	3%
Cc1[nH]c(=S)c(C#N)c(-c2ccco2)c1C(=O)N(C)C	-4%	-20	0%	1%	-4	1%	3%	-14	20%
O=C(NCCCn1ccnc1)c1cn(Cc2ccc(F)cc2)nn1	-7%	-2	2%	23%	-10	3%	9%	0	-4%
O=C(OCCNC(=O)c1ccc2ccccc2n1)c1cccnc1	-10%	7	13%	8%	1	3%	1%[9.24 µM]	-3	8%
O=C1CC(Sc2ccc(Cl)cc2)C(=O)N1Cc1ccncc1 (stereo not given)	-8%	12	1%	0%	4	-9%	-7%	-3	0%
O=C(O)[C@@H]1[C@@H]2C[C@@H]2CN1c1ncccc1[N+](=O)[O-]	0%	18	1%	1%	1	2%	2%	12	-3%
Cn1c(=O)c(=O)n(C)c2cc(N3CCCCC3)c(NS(=O)(=O)c3ccc([N+](=O)[O-])cc3)cc21	-11%	1	-5%	?	7	-2%	-5%	1	4%
CC(=O)Nc1ccc(NC(=O)C(C)Sc2n[nH]c(-c3ccc(C)cc3)n2)cc1 (stereo not given)	?	11	14%	25%	1	-16%	-1%	29	1%
Cc1ccc2nc(C)c(Cl)c(=O)n2c1	-7%	1	-6%	17%	11	8%	4%	-3	1%
CCOC(=O)c1ccc(OCC2c3cc(OC)c(OC)cc3CCN2C(=O)Cc2ccc(F)cc2)cc1 (stereo not given)	nt	nt	14%	5%	1	nt	nt	nt	-8%
Cc1sc2ncnc(OCC(=O)N3CCN(C(=O)c4ccco4)CC3)c2c1C	-32%[inhibitor]	12	3%	19%	13	-7%	5%	-2	-3%
O=C(O)CCCNc1ccc(S(=O)(=O)Nc2ccccc2C(=O)O)cc1C(=O)O	-3%	-13	-1%	-1%	-14	6%	2%	11	2%
CCOc1ccc(S(=O)(=O)N2CCCC(C(=O)NC3CCCC3)C2)cc1 (stereo not given)	-5%	-6	-17%	?	-1	-2%	0%	4	-20%
Cc1cc(NC(=O)Nc2ccc(C)c(C)c2)no1	?	-2	7%	-24%	3	29µM*	-4%	14	-2%
CS(=O)(=O)c1ccc2nc(NC(=O)c3cccc([N+](=O)[O-])c3)sc2c1	-9%	-18	3%	-23%	-2	-1%	2%	-2	-7%
O=C(NCc1cccc(C(F)(F)F)c1)c1csc([C@@H]2O[C@H](CO)[C@H](O)[C@H](O)[C@H]2O)n1	nt	10	0%	6%	2	17%	?	-6	14%
NC(=O)NCCC1=CCCCC1	-5%	-17	-1%	-4%	-1	6%	-2%	-9	3%
CCOc1ccc(S(=O)(=O)Nc2cc(Cl)ccc2OC)c2cccnc12	nt	nt	0%	?	0	nt	nt	nt	-5%
Cc1cc(NC(=O)CCC(=O)N(Cc2ccccc2)C(C(=O)NC2CCCC2)c2ccco2)no1 (stereo not given)	15%	0	6%	-21%	3	-19%	-21%	-11	-1%
O=C(C1CC(=O)N(c2ccc3c(c2)OCCO3)C1)N1CCCC(C(F)(F)F)C1 (stereo not given)	-4%	-3	-2%	-9%	-4	2%	6%	-6	-1%
CCN1C(=O)/C(=C2\SC(=S)N(NC(=O)c3cccnc3)C2=O)c2ccccc21	-5%	-21	-3%	0%	-1	2%	4%	10	1%
CCNC(=O)NS(=O)(=O)c1cnccc1Nc1cccc(Cl)c1	29µM*	10	-7%	20%	0	17%	16%	16	20%
Cc1ccc(CN(CC(=O)NC2CCCCC2)C(=O)c2csnn2)cc1	9%	4	10%	?	8	5%	10%	0	14%
